Rac1 wt GTP bind = alters GTP binding to wildtype human Rac1. GST-Rac1 beads, fluorescent GTP binding, flow cytometry; actives lie on both sides; 0 = cold GTP competed, 100 = untreated. GTP binding activity (% of control), % at 10 µM. P63000. AID 757. 190,000 tested, 0.27% active;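 active = GTP binding activity at least 20 points away from the 100% control level, either lower or higher; inconclusive = compound flagged as likely green fluorescent, judged across all proteins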
Rac1 mut GTP = modulators of GTP binding to human Rac1 activated mutant; percent activity (GTP binding), % at 10 µM; GST-Rac1 activated beads, fluorescent GTP binding, flow cytometry; actives lie on both sides; 100% means binding = to untreated wells; 190,000 tested, 0.11% active; P63000;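 active = GTP binding at least 20 percentage points away from the 100% baseline, in either direction, so actives lie on both sides; inconclusive = Compound likely fluorescent itself, or too few beads counted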
Avidin bead fluor = compound fluoresces at 488/530 nm on avidin beads | compound fluorescence 488/530 nm, flow cytometry; hits give high values | 220,000 tested, 0.38% active | fluorescence (KMESF) at 10 µM; in the data active = fluorescence above about 47; also: inactives centre near 10
ABCB1 block = blocks JC-1 efflux by human ABCB1 transporter | P08183 | CCRF-Adr cells, flow cytometry | inhibition, % at 6.6 µM | 190,000 tested, 0.067% active | AID 1326; in the data active = inhibition above about 40%;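 also: 0% = vehicle and 100% = reference inhibitor; higher value means more JC-1 retained so stronger ABCB1 efflux block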
HRas wt GTP = human HRas wildtype GTP binding, change in either direction. GST-Ras wt beads, Bodipy-FL-GTP binding, flow cytometry; actives lie on both sides. P01112. AID 759. GTP binding activity, % at 10 µM. 190,000 tested, 0.14% active;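 active = GTP binding activity at least 20% away from the 100% baseline, either lowered as inhibitor or raised as activator; inconclusive = flagged as likely green fluorescent, judged across all proteins in the well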;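 also: 0% = unlabeled GTP competition control and 100% = no-compound control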
Target sequence (P01112 whole entry, looked up): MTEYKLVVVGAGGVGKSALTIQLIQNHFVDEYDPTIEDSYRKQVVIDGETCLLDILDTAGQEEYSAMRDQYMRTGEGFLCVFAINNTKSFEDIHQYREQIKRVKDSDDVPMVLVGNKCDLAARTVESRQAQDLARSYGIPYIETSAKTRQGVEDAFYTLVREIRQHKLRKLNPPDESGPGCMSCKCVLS
Cdc42 wt = changes GTP binding to wildtype human Cdc42; P60953; GST-Cdc42 beads, Bodipy-GTP binding, flow cytometry; actives lie on both sides; percent activity (GTP binding), % at 10 µM; 190,000 tested, 0.2% active;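 active = percent activity GTP binding at least 20 points away from the 100% baseline, either down as inhibitor or up as activator; inconclusive = compound flagged as likely green fluorescent from well-wide comparison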;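 also: median bead fluorescence of bound Bodipy-FL-GTP at 100 nM; 0% = excess unlabeled GTP control and 100% = no compound control; below 100% means less GTP binding so inhibitor and above means activator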
Target sequence (P60953 whole entry, looked up): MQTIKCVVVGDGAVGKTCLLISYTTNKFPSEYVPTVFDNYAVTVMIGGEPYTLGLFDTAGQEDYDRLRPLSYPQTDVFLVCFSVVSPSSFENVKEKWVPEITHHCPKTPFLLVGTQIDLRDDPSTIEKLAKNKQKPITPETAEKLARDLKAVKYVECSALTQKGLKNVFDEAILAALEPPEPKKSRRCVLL
GSH bead fluor = GSH bead compound fluorescence profile; GSH beads flow cytometry, compound fluorescence 488/530 nm; hits give high values; fluorescence (KMESF) at 10 µM; 190,000 tested, 0.25% active; AID 1776; in the data active = fluorescence above about 89;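 also: glutathione beads carrying GST-tagged Bcl family fusion proteins plus one bare bead set; values are compound well signal with DMSO vehicle wells as background; inactives centre near 16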
Rab7 wt GTP bind = modulators of GTP binding to dog Rab7 wildtype GTPase; 190,000 tested, 0.055% active; GTP binding activity (percent of control), % at 10 µM; GST-Rab7 beads, fluorescent GTP binding, flow cytometry; actives lie on both sides; untreated = 100%, excess cold GTP = 0%; AID 758;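 active = fluorescent GTP binding to Rab7 beads changed by at least 20 points from the 100% baseline, either direction, mostly lower; inconclusive = compound itself probably fluorescent, or too few beads counted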;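 also: median green fluorescence of bound Bodipy-FL-GTP per Rab7 bead population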
Pf gametocyte = P. falciparum stage V gametocyte viability inhibition; P. falciparum stage V gametocytes, ATP luminescence, 24 h; inhibition, % at 10.9 µM; 150,000 tested, 0.065% active;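 active = inhibition above the mean plus 3 SD of compounds within the control limits, set per campaign, cut at about 38% in these data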;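 also: 0% = DMSO wells and 100% = medium only without gametocytes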
Rab2A wt mod = changes GTP binding to wildtype dog Rab2A, up or down. GTP binding activity, % at 10 µM. GST-Rab2 wt beads, Bodipy-GTP binding, flow cytometry. AID 760. 190,000 tested, 0.19% active. P61105;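 active = GTP binding activity at least 20 points away from 100%, either lowered or raised; inconclusive = signal likely due to the compound's own green fluorescence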;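 also: 0% = beads with excess unlabeled GTP and 100% = no-compound control corrected for plate trend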
ABCG2 block = blocks JC-1 efflux by human ABCG2 transporter | Q9UNQ0 | inhibition, % at 6.6 µM | IgMXP3 cells, flow cytometry | 190,000 tested, 0.1% active;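 active = inhibition above 80%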;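 also: 0% = DMSO and 100% = nicardipine control wells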
Target sequence (Q9UNQ0 whole entry, looked up): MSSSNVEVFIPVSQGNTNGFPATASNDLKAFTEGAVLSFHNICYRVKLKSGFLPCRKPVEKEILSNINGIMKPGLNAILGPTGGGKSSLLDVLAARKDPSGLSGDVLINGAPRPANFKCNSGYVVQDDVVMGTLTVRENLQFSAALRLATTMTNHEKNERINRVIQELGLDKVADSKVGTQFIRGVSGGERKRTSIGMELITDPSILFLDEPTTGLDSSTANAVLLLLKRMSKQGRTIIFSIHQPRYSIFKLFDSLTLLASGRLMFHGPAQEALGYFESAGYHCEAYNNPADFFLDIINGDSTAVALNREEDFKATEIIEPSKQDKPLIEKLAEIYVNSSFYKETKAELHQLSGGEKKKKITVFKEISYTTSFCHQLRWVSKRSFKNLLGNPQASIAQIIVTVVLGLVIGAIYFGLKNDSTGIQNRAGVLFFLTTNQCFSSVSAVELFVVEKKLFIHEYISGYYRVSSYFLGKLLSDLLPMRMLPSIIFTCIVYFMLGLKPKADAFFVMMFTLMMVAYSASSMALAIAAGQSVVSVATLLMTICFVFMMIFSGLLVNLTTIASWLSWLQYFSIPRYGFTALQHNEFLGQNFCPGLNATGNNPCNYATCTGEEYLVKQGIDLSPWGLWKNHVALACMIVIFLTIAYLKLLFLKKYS
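test system = two drug-resistant human cell lines, ABCG2 and ABCB1 | amount = 3 million cells/mL final, two lines in 1:1 ratio | reagent = JC-1 transporter substrate | doses = one concentration, 6.6 µM final | incubation = 10 min at 25 °C | signal = flow cytometric JC-1 green MFI at 530 nm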
Numbers without * were called inactive; ? = inconclusive; . = not tested or not shown.

compound	Rac1 wt GTP bind	Rac1 mut GTP	Avidin bead fluor	ABCB1 block	HRas wt GTP	Cdc42 wt	GSH bead fluor	Rab7 wt GTP bind	Pf gametocyte	Rab2A wt mod	ABCG2 block
Cc1ccc(S(=O)(=O)N2CCOCC2)cc1NC(=O)COC(=O)Cc1ccsc1	102	99	11	0.8	100	100	20	102	-5	100	9
CCCNC(=S)N1CCN(c2nc(C)nc3sc4c(c23)CCCC4)CC1	102	96	9	0.8	100	95	19	105	.	100	3
Cc1ccc(CN2CCN(Cc3ccc4c(c3)OCCO4)CC2CCO)cc1 (stereo not given)	101	98	6	1.7	98	100	19	96	5	98	4
COc1ccc(-n2c(N)c(C(=O)NCC3CCCO3)sc2=S)cc1 (stereo not given)	95	97	15	0.3	97	97	36	94	.	97	2
COc1ccc(C2C(C(=O)O)c3ccccc3C(=O)N2C)cc1Br (stereo not given)	102	99	8	1.2	103	105	21	101	.	104	3
O=C(/C=C/c1ccccc1)C1C(=O)c2ccccc2C1=O	97	95	12	-0.7	96	98	12	95	.	93	-2
O=S(=O)(c1ccc2nc(Cc3ccccc3)[nH]c2c1)N1CCOCC1	104	101	7	0.2	103	105	20	98	.	104	0
Cc1cc(C)n(-c2ncc(-c3ccccc3)nn2)n1	94	95	5	0.6	93	96	12	95	.	93	7
CC(=O)c1sc(Nc2ccccn2)nc1C	98	97	8	0.1	98	98	59	97	10	96	3
COc1ccc(CNC(=O)CSCc2ccccc2Cl)cc1	100	97	17	0.5	97	97	17	99	.	99	4
COc1cccc(CC2(CO)CCCN(Cc3cnn(-c4ccccc4)c3)C2)c1 (stereo not given)	97	96	12	0.5	96	100	11	97	-35	99	1
O=C(c1ccc(S(=O)(=O)c2ccccc2)cc1)N1CCCCCC1	103	101	11	0.5	101	104	10	102	.	101	4
Cc1ccc(S(=O)(=O)c2nc(-c3ccccc3)oc2NCCN2CCOCC2)cc1	101	97	4	1.1	100	100	32	103	4	103	3
CCNS(=O)(=O)c1cc(OC)ccc1OC	101	98	5	0.7	96	99	63	93	-2	98	4
CNC(=S)NNC(=O)c1cccc(N(C)C)c1	99	97	11	0.3	100	101	9	97	-10	100	6
COCCN(C(=O)CN1CCCc2ccccc21)c1c(N)n(Cc2ccccc2)c(=O)[nH]c1=O	95	91	13	1.5	98	95	45	98	.	97	5
COCCNCCCCOc1ccccc1-c1ccccc1	104	101	4	.	103	103	13	105	1	103	2
CC1=CC(C)(C)N(C(=O)CSc2nnc(N)s2)c2cc(C)c(C)cc21	102	96	19	1.3	103	98	13	100	.	97	9
COc1ccccc1N=CC1=C(O)CC(c2ccccc2)CC1=O (stereo not given)	104	99	7	1.0	101	103	12	103	-8	102	11
COc1cc(C=Nc2c(C)cc(C)cc2C)ccc1OC(C)=O	102	100	1	0.6	98	97	11	97	-4	96	1
Cc1cc(S(=O)(=O)NC(C)C)ccc1OCC(=O)N1CCOCC1	99	100	11	0.0	100	98	32	99	-10	97	4
CC(C)OC(=O)CSc1nnc(SCc2cccc3ccccc23)s1	101	98	15	0.4	100	102	28	98	.	99	3
COc1cc2c(cc1OC)-c1cc(NCc3ccccn3)nc(=O)n1CC2	83	84	24	0.3	79*	79*	15	87	7	80	2
CCOC(=O)Nc1sc(C)c(C)c1C(N)=O	104	99	14	0.0	100	99	17	104	24	97	1
CCNC(=O)CC1C(=O)N(CC)C(=S)N1NC(=O)c1cccnc1 (stereo not given)	103	99	19	1.2	102	103	12	100	-13	101	1
CC(C)(C)n1nnnc1C(c1ccc(C#N)cc1)N1CCCC2(CCCCC2)C1 (stereo not given)	106	101	28	0.6	102	103	24	98	.	100	2
CCCCc1nnc(NC(=O)CSc2nc(O)c(Cc3ccccc3)c(=O)[nH]2)s1	96	91	14	-0.1	94	92	15	93	9	93	0
CCN(C(=O)COC(=O)c1ccc(COc2ccc3c(C)cc(=O)oc3c2)cc1)C1CCS(=O)(=O)C1 (stereo not given)	98	94	20	0.0	95	92	7	103	7	94	1
CCCCCn1c(N2CCOCC2)nc2c1c(=O)n(CC(N)=O)c(=O)n2C	104	99	18	0.7	105	110	14	105	.	106	2
Cc1cc(C(=O)N/N=C/C=C/c2ccc([N+](=O)[O-])cc2)n[nH]1	91	95	9	-0.5	92	94	15	103	.	93	2

Some of the entries so far, with values under each structure:
Results follow in this order: Rac1 wt GTP bind, Rac1 mut GTP, Avidin bead fluor, ABCB1 block, HRas wt GTP, Cdc42 wt, GSH bead fluor, Rab7 wt GTP bind, Pf gametocyte, Rab2A wt mod, ABCG2 block
> Cc1cc(S(=O)(=O)NC(C)C)ccc1OCC(=O)N1CCOCC1
    99, 100, 11, 0.0, 100, 98, 32, 99, -10, 97, 4
> CC(C)OC(=O)CSc1nnc(SCc2cccc3ccccc23)s1
    101, 98, 15, 0.4, 100, 102, 28, 98, ., 99, 3
> COc1cc2c(cc1OC)-c1cc(NCc3ccccn3)nc(=O)n1CC2
    83, 84, 24, 0.3, 79*, 79*, 15, 87, 7, 80, 2
> CCOC(=O)Nc1sc(C)c(C)c1C(N)=O
    104, 99, 14, 0.0, 100, 99, 17, 104, 24, 97, 1
> CCNC(=O)CC1C(=O)N(CC)C(=S)N1NC(=O)c1cccnc1 (stereo not given)
    103, 99, 19, 1.2, 102, 103, 12, 100, -13, 101, 1
> CC(C)(C)n1nnnc1C(c1ccc(C#N)cc1)N1CCCC2(CCCCC2)C1 (stereo not given)
    106, 101, 28, 0.6, 102, 103, 24, 98, ., 100, 2
> CCCCc1nnc(NC(=O)CSc2nc(O)c(Cc3ccccc3)c(=O)[nH]2)s1
    96, 91, 14, -0.1, 94, 92, 15, 93, 9, 93, 0
> CCN(C(=O)COC(=O)c1ccc(COc2ccc3c(C)cc(=O)oc3c2)cc1)C1CCS(=O)(=O)C1 (stereo not given)
    98, 94, 20, 0.0, 95, 92, 7, 103, 7, 94, 1
> CCCCCn1c(N2CCOCC2)nc2c1c(=O)n(CC(N)=O)c(=O)n2C
    104, 99, 18, 0.7, 105, 110, 14, 105, ., 106, 2
> Cc1cc(C(=O)N/N=C/C=C/c2ccc([N+](=O)[O-])cc2)n[nH]1
    91, 95, 9, -0.5, 92, 94, 15, 103, ., 93, 2

(further entries)
compound	Rac1 wt GTP bind	Rac1 mut GTP	Avidin bead fluor	ABCB1 block	HRas wt GTP	Cdc42 wt	GSH bead fluor	Rab7 wt GTP bind	Pf gametocyte	Rab2A wt mod	ABCG2 block
CC(C)CCNC(=S)Nc1ccc(Br)cc1	103	98	11	3.2	100	101	21	100	-31	101	59
Cc1cc(C)n2nc(-c3ccsc3-n3c(C)ccc3C)cc2n1	104	98	12	0.3	101	98	35	100	.	101	7
CSc1nc2ccccc2c(=O)n1Cc1ccc(F)cc1	96	96	9	0.9	95	93	17	94	7	93	8
Cc1cccc(CC2S/C(=N/N=C/c3ccco3)NC2=O)c1 (stereo not given)	107	106	12	-0.3	108	107	10	107	-11	108	-1
CC(=O)SC(C)CC(=O)NCc1ccccc1 (stereo not given)	98	95	14	0.7	100	97	8	101	.	101	5
CCN(CCO)c1nc(SC)nc2c1sc1nc(-c3ccco3)c3c(c12)CCC3	94	94	10	-0.4	94	94	17	100	.	93	0
O=C(O)CCCCCn1c(SCC(=O)Nc2ccc(F)cc2)nc2ccsc2c1=O	97	96	8	0.0	96	97	69	95	-4	98	2
COc1ccccc1NC(=O)Cn1nnc(-c2ccccc2NC(=O)c2cc3ccccc3oc2=O)n1	102	99	25	-0.1	104	103	11	105	0	106	0
CN(Cc1ccccc1)S(=O)(=O)c1ccc(OCC(=O)Nc2cccc([N+](=O)[O-])c2)cc1	?	?	23	0.8	?	?	11	?	6	?	32
O=C(NC1CCCC1)C(c1ccccc1F)N(C(=O)Cc1cccs1)c1ccc2c(c1)OCCO2 (stereo not given)	103	100	14	2.5	101	101	10	101	24	100	8
CCC(=O)c1ccc(OCC(O)Cn2nnc3ccccc32)cc1 (stereo not given)	97	97	10	0.6	96	96	11	95	-33	94	37
Cc1cc(C)c2c(c1)/C(=N/NS(=O)(=O)c1ccccc1)CCC2	100	96	5	0.6	99	96	41	99	.	97	1
CCc1ccc(C2=Nn3c(nnc3-c3cccs3)SC2)cc1	104	100	10	0.8	102	103	6	102	-30	102	2
COC(=O)CSc1nc(C)c(C)c(C)c1C(N)=O	102	97	11	0.9	99	96	16	92	-10	93	1
CSCCC(NC(=O)c1ccc(C(C)(C)C)cc1)C(=O)O (stereo not given)	100	96	14	0.0	97	99	72	107	-12	100	1
Cc1ccc(CSCCNC(=O)c2ccc(Cl)c(S(=O)(=O)N3CCOCC3)c2)cc1	98	96	7	0.5	99	97	37	101	10	98	1
CN(C)c1ccc(C(=O)c2ccc(O)cc2O)cc1	98	90	6	-0.4	96	97	19	97	-6	98	0
CC[n+]1c(/C=C/N(C)c2ccccc2)oc2ccccc21	105	100	8	0.5	102	103	19	104	10	102	8
CCC(C)c1ccccc1NC(=O)COC(=O)CCc1cc(OC)c(OC)c(OC)c1 (stereo not given)	105	103	11	2.2	104	100	4	104	.	101	10
CCOc1cccc(C(=O)Nc2ccc(N3CCN(S(C)(=O)=O)CC3)cc2)c1	100	96	8	-0.4	96	97	47	94	14	97	10
CCCN(CCC)C(=O)CSc1nc2n[nH]c(C)c2c(=N)n1-c1ccc(OCC)cc1	100	102	14	0.7	100	100	30	100	.	100	23
CCOC(=O)/C(=C/C=C1\Sc2ccccc2N1CC)C(C)=O	102	99	11	0.3	95	98	12	95	.	95	-4
NC(=O)c1c(NC(=O)COC(=O)CSc2nnc(-c3ccc(Cl)cc3)o2)sc2c1CCC2	95	96	7	0.6	99	99	66	95	.	98	2
CCCCN(CCCC)S(=O)(=O)c1ccc(C(=O)Nc2nnc(COC)o2)cc1	87	85	20	1.1	93	91	31	89	.	90	6
COC(=O)CNC(=O)C12CC3(C)CC(C)(CC(C)(C3)C1)C2	100	98	34	0.5	100	101	21	99	.	100	2
Cc1cccc(CCNS(=O)(=O)c2cnc[nH]2)c1	107	101	16	-0.7	104	105	42	101	.	101	0
CC(=O)Nc1ccc2c(c1)CCCN2C(=O)c1ccccc1	104	102	7	1.2	101	104	5	98	-1	99	1
